High-throughput results from PubChem.
Nrf2 inh: Nrf2 pathway inhibition; AID 504444; Potency, µM (doses to about 46 µM), for inactives: at the top dose activity change, negative = inhibition, hits mostly inhibitors; 2.1% of 360,000 active; A549 ARE-Fluc reporter, luciferase luminescence, 18-24 h; further: potency means the concentration at half of the fitted maximal effect; on the % scale 0 is the no-effect control and ±100 the full control effect; nearly all actives have a fitted effect of over 60% in size
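Cells were seeded and rested 2 h, then exposed to compounds for 18-24 h. CellTiter-Fluor was read first as a viability measure. BugLite was added 15 min before the final luminescent read of ARE-luciferase activity in A549 cells.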
TGFb SMAD3 inh: blocks TGF-b signaling; HepG2 CAGA-GFP TGF-b/SMAD3 reporter, GFP fluorescence, 18 h; TGF-beta stimulated, 500 pg/mL final; Potency, µM (titrated, usually from 46.1 µM), for the others: top-dose activity, negative = inhibition, hits mostly inhibitors; 1.2% of 410,000 active; AID 588855; further: potency means the concentration at half of the fitted maximal effect; on the % scale 0 is the no-effect control and ±100 the full control effect; nearly all actives have a fitted effect of over 65% in size
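Inhibition was scored as loss of TGF-beta-induced (500 pg/mL final, 18 hours, 37 degrees C) GFP in HEPG2 cells carrying a CAGA-GFP reporter, in DMEM with 1% FBS. Well GFP was summed per cell; Activity was normalised to unstimulated and stimulated DMSO wells, then concentration-response fitting.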
Nrf2 ARE act: Nrf2 pathway activation. AID 624171. AREc32 ARE-luciferase reporter (MCF7-derived line), luminescence, 24 h. Potency, µM (doses to about 46.1 µM), for the others: at the highest dose activation, most hits filed as activators. 0.31% of 410,000 active; further: potency means the concentration at half of the fitted maximal effect; % of control where 0% means no effect; nearly all actives have a fitted effect of over 65% in size
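Reporter line AREc32 (ARE-Fluc), seeded overnight in OPTI-MEM with 5% FBS; compound pin-transferred, 24 hr at 37 deg C, 5% CO2; luminescent read-out.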
EPAC2 ag: activates human EPAC2 exchange factor; EPAC2 activation, biochemical qHTS; response scale: 100% = 6.5 mM cAMP response; Potency, µM (highest dose often 154 µM), inactives show at the highest dose activation, most hits filed as activators; 0.079% of 360,000 active; AID 720711; further: potency means the concentration at half of the fitted maximal effect; nearly all actives have a fitted effect of over 50% in size
Target sequence (Q8WZA2 whole entry, looked up): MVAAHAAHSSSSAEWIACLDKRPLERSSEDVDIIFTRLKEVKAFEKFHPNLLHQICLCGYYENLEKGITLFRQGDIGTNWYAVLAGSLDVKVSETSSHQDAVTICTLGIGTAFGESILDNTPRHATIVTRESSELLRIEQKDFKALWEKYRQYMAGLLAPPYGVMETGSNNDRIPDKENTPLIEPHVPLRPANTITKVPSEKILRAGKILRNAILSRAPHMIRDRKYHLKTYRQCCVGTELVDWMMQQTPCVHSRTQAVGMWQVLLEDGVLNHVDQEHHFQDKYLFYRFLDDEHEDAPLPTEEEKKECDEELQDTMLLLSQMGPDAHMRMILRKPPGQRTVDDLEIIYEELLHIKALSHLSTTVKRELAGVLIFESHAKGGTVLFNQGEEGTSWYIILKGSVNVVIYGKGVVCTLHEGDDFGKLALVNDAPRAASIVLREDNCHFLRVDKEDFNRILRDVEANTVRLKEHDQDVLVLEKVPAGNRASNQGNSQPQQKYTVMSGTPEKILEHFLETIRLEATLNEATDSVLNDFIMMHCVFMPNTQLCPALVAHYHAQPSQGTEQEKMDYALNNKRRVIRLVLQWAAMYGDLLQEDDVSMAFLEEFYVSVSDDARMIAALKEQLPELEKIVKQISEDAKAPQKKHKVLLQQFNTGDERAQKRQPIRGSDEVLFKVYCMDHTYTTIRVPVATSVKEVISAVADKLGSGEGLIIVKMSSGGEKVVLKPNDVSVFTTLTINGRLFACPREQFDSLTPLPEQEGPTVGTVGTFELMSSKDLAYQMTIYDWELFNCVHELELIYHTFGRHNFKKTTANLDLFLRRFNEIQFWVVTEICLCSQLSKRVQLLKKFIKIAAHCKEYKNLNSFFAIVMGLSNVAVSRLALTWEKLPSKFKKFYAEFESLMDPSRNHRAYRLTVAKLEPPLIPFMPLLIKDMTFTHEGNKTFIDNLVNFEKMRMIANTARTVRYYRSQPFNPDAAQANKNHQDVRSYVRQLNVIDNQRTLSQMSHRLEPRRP
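Exchange assay: 100 nM EPAC2 with 250 nM Rap1B-BODIPY-GDP and 50 uM GDP. Fluorescence (ex 480/em 540 nm) read every 5 min for 30 min at room temperature. Data normalized to 6.5 mM cAMP as agonist control.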
HepG2 viability: HepG2 cytotoxicity, counter-screen for TGF-b inhibitors | Potency, µM (series often up to 46.1 µM), without a hit: top-dose activity change, negative = cytotoxicity, usual class: cytotoxic | HepG2 CAGA-GFP viability, ATP luminescence, 18 h | 0.76% of 410,000 active; further: potency means the concentration at half of the fitted maximal effect; some results filed as inactive show a strong effect at the top dose
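HepG2 CAGA-GFP cells (1000/well, DMEM with 1% FBS) received compound, then TGF-beta at 500 pg/mL final, and were incubated 18 hours at 37 degrees C. Viability was read by CellTiter-Glo luminescence. Media-only wells were set as complete cell-killing and DMSO as no toxicity.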
S2 tox: cell viability loss in ATXN counter-screen | Potency, µM (titrated, usually from 56.7 µM), most hits filed as cytotoxic | 0.49% of 400,000 active | S2 cells (HEK-293 line with an ATXN2-luciferase reporter) viability, CellTiter-Fluor protease fluorescence, 24 h; further: potency means the concentration at half of the fitted maximal effect; nearly all actives have a fitted effect of over 40% in size
ATXN2 expr inh: inhibitors of ATXN2 expression. HEK-293 ATXN2-luciferase reporter, luminescence, 24 h. Potency, µM (series often up to 57 µM), for the others: top-dose activity change, negative = inhibition, hits mostly inhibitors. 0.72% of 360,000 active; further: potency means the concentration at half of the fitted maximal effect; on the % scale 0 is the no-effect control and ±100 the full control effect; nearly all actives have a fitted effect of over 55% in size
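ATXN2-luciferase reporter cells (luciferase flanked by upstream and downstream ATXN2 gene portions) were treated 24 h at 37 °C with compounds at up to 57 uM. SteadyGlo luminescence gave expression; GF-AFC fluorescence gave viability.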
A549 tox: A549 cytotoxicity, counter-screen for Nrf2 inhibitors; A549 ARE-Fluc cells, CellTiter-Fluor viability, 18-24 h; Potency, µM (titrated, usually from 46 µM), without a hit: at the highest dose activity change, negative = cytotoxicity, hits mostly inhibitors; 0.16% of 390,000 active; AID 504648; further: potency means the concentration at half of the fitted maximal effect; on the % scale 0 is the no-effect control and ±100 the full control effect
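A549 ARE_Fluc cells in 5% FBS OPTI-MEM were exposed to compounds in concentration-response for 18-24 h at 37 deg C. Viability was read by CellTiter-Fluor fluorescence (Ex 405/Em 525) after 30 min, before the luciferase read.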
IL-2 act: activators of IL-2 | AID 652025 | 0.065% of 360,000 active | IL-2 activation reporter assay, cell-based qHTS; stimulated with anti-CD3/CD4/CD28 beads; in transgenic mouse T cells | activation, % (series mostly up to about 46 µM); in the data active means activation above about 50%; inconclusive means mostly about 30% to 49%; further: 0% is about no effect
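Quantitative HTS in unstimulated transgenic mouse T cells, with memory T cells as non-tolerant control and PMA/ionomycin as tolerance-bypass control. Compound pretreatment lasted 60 minutes before 18 h bead stimulation; EGFP/DsRed fluorescence read.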
* hit, by the source's call; i = inactive; ? = inconclusive; · = no result given; [ ] = another dose, or the depositor's remark. Unless noted, the call rests on the fitted dose curve; in most records, active means well fitted curve in the direction sought with a large enough effect; inconclusive means small, poorly fitted or top-dose-only effect, or another doubt; inactive means no such curve, though single readings can be large; an effect the other way counts as inactive or inconclusive. Compounds were not picked by outcome; any-hit rate near 4.3%.

SMILES | Nrf2 inh | TGFb SMAD3 inh | Nrf2 ARE act | EPAC2 ag | HepG2 viability | S2 tox | ATXN2 expr inh | A549 tox | IL-2 act
COC(=O)c1c(N)n(-c2cc(Cl)cc(Cl)c2)c2nc3ccccc3nc12 | 4.5% | 31.5%[activator] | 0.4% | · | -8.0% | i | -9.4% | 3.3% | ·
CCOCCCNc1c2c(nc3cc(-c4ccc(F)cc4)nn13)CCC2 | 13.4% | -2.9% | 0.2% | 2.5% | -25.8% | i | 6.6% | 5.2% | 0.5
O=C(CSc1nnc(CNC(=O)c2c(F)cccc2Cl)o1)Nc1cccc(F)c1 | 45.4% | -22.6% | 5.3% | · | -3.4% | · | · | 3.9% | ·
COc1ccc(C(=O)c2nccc3cc(OC)c(OC)cc23)cc1OC | 4.7% | -4.3% | -0.5% | -2.1% | -25.5% | ? | -16.8% | -1.9% | -1.9
CCc1ccccc1N1CC23C=CC(O2)C(C(=O)O)C3C1=O (stereo not given) | 11.9% | -12.1% | -0.6% | 10.0% | -21.3% | i | -0.2% | 6.0% | -0.3
COc1ccc(OC)c(Nc2nc(-c3ccc(C)cc3)nc3ccccc23)c1 | · | 4.5% | 4.4% | · | -1.1% | · | · | 7.2% | ·
O=C1/C(=C/c2cccnc2)Oc2cc(OS(=O)(=O)c3ccc(Cl)cc3)ccc21 | 7.0% | -6.3% | -0.3% | 6.3% | 4.4% | i | -24.1% | -19.9%[1.84 µM] | -1.3
OCCC1CN(Cc2cc(F)ccc2-n2cccn2)CCN1Cc1ccc(F)cc1 (stereo not given) | 5.7% | 2.2% | -0.3% | 14.4% | -10.7% | i | -14.5% | 7.5% | -1.0
O=C(c1ccco1)N(Cc1cccnc1)c1nc2ccc(F)cc2s1 | · | -1.1% | 4.2% | · | -20.0% | · | · | 13.1% | ·
Cc1cc(C)n2cc(COc3ccc4ccccc4c3)nc2n1 | ? | ? | 1.8% | 5.6% | -21.4% | i | -0.9% | 2.6% | 0.2
CC(OC(=O)c1ccccn1)C(=O)Nc1ccc2c(c1)OCCO2 (stereo not given) | 10.2% | -7.9% | 0.6% | -2.2% | -3.1% | i | -2.9% | 3.9% | 0.4
CC1(C)Cc2cccc(C(=O)Nc3ccncc3)c2O1 | ? | -14.9% | -0.4% | 6.9% | 5.5% | i | -6.2% | 14.1% | -0.8
CC(Oc1ccccc1)C(=O)Nc1ccc(S(=O)(=O)N2CCN(C)CC2)cc1 (stereo not given) | 9.5% | -25.7% | -0.2% | 5.8% | -1.0% | i | 5.5% | 14.0% | -1.0
CCSc1nc2ccccc2c(OCc2ccccc2Cl)c1C(=O)OC | -12.6% | ? | 0.5% | · | -18.3% | i | -4.0% | 4.6% | ·
COc1ccc(CNC(=O)CNC(=O)c2cccs2)c(OC)c1 | 6.1% | 8.1% | -0.8% | 3.6% | 11.6% | i | 4.5% | -0.8% | -1.2
Cc1ccc(-n2cnc3c(sc4nccc(N(C)C)c43)c2=O)cc1 | · | 9.5% | 0.4% | 14.3% | 7.6% | i | 23.4% | -3.4% | 0.0
CCOC(=O)c1c(C)[nH]c(C)c1C(=O)CSc1nncs1 | 1.2% | 10.5% | -0.6% | -3.3% | 5.0% | ? | -25.8% | 5.8% | 3.6
CCOC(=O)C1(C)NC(c2cccs2)C2C(=O)N(c3ccc(C)cc3)C(=O)C21 (stereo not given) | 5.1% | 15.3% | -0.6% | 9.7% | 17.7% | i | -7.7% | 1.6% | -0.8
O=C(Nc1cccc(-c2nc3ccccc3c(=O)o2)c1)c1ccccc1 | -12.3% | -24.5% | -0.3% | 27.0% | -12.1% | i | 3.6% | -3.2% | -0.9
O=C(CN1c2ccc(Br)cc2-c2ccccc2S1(=O)=O)N1CCCCC1 | ? | 0.3% | 0.1% | · | 2.9% | ? | 51.0%[activator] | 3.4% | ·
Cc1cccc(CSc2ncnc3ccccc23)c1 | 2.8% | 0.0% | 4.9% | 2.6% | -32.1% | i | 25.6% | 15.6% | -3.5
O=C(CCCN1C(=O)c2ccccc2C1=O)NC1=NCCS1 | 1.4% | -21.4% | 2.8% | 3.2% | -1.5% | ? | -2.0% | -0.9% | 0.9
O=C(Nc1ccc(Cl)cc1)c1nc[nH]c1C(=O)NCc1ccccc1 | ? | ? | 1.1% | 2.9% | -37.1% | ? | ? | -0.7% | -0.2
O=C(COC(=O)CCS(=O)(=O)c1ccc(F)cc1)NC1CCCCC1 | 0.6% | 10.2% | -0.3% | 0.5% | -48.1% | i | -9.7% | 1.3% | 3.5
Cc1cc(Nc2cccc(Cl)c2)nc2ccc(NC(=O)c3cccc(N(C)C)c3)cc12 | 0.9% | -1.8% | 0.8% | · | -28.3% | i | -12.2% | -3.7% | ·
COCC(=O)OCC(=O)Nc1ccccc1-c1ccccc1 | 11.6% | 2.2% | 0.0% | 7.7% | 48.6% | i | -19.3% | -4.1% | 1.1
Cc1cc(C)n2nc(SCC(=O)NC3CCCCC3C)nc2n1 (stereo not given) | ? | 2.2% | -0.4% | -0.6% | 9.5% | i | · | -2.0% | 1.9
C/C(CC1CC(C)(C)OC1=O)=N\NC(N)=S (stereo not given) | 1.3% | 1.2% | 0.5% | 4.3% | 3.8% | i | -3.1% | 1.8% | 0.0
O=C(CSc1nnc(C2COc3ccccc3O2)o1)N1CCN(c2ccccc2)CC1 (stereo not given) | -22.5% | -14.3% | -0.3% | 1.2% | 7.0% | i | · | -14.1% | 0.8
COc1ccc(-c2nc3n(n2)C(c2ccccc2)C(C(=O)Nc2cccnc2)=C(C)N3)cc1 (stereo not given) | · | -11.1% | 4.8% | · | -27.7% | i | -4.0% | -1.3% | ·
CCCCc1ccc(S(=O)(=O)NC(=O)C2(C)CCN2C(=O)Cc2ccccc2)cc1 (stereo not given) | · | 3.3% | -0.1%[9.22 µM] | -3.0% | 3.4% | i | 7.9% | · | 0.3
Cc1csc(N/N=C\c2cccnc2)n1 | ? | 5.2% | 7.8% | 6.9% | -1.8% | ? | 45.4%[activator] | 0.0% | 0.3
CCCCC(=O)Nc1cccc(NC(=O)c2ccc3c(c2)OCO3)c1 | -37.9% | 12.5% | -0.6% | 10.1% | -20.0% | i | 3.3% | 7.7% | -2.1
Clc1ccc(-c2nnc(C34CC5CC(CC(C5)C3)C4)o2)cn1 | 19.5% | -0.6% | 0.2% | 7.3% | 8.1% | i | 5.1% | -2.7% | -1.9
COC(=O)c1ccc(NC(=O)C(=O)N2CCN(C(=S)Nc3cccc(C)c3C)CC2)cc1 | -12.5% | -18.6% | -0.4% | 1.6% | -34.2% | i | -14.6% | 5.1% | 0.2
COC(=O)c1ccc(C2NC(=O)c3c(sc(C)c3C)N2)cc1 (stereo not given) | 9.4% | -0.4% | 1.6% | 0.7% | -10.8% | i | -3.5% | 0.7% | 0.9
COc1ccc(/C=C\C(=O)NCC(=O)N/N=C/c2cccc(OC)c2O)cc1 | -5.1% | -5.4% | -1.0% | 3.5% | -10.1% | i | ? | 2.6% | -1.4
O=C(Cc1cccs1)NC1(C(=O)NC2CCCC2)CCCCC1 | 5.8% | -16.0% | 0.0% | -2.0% | 6.7% | i | 0.2% | 0.8% | 0.2
COc1cccc(NC(=O)NNS(=O)(=O)c2ccc(OC)cc2OC)c1 | -7.1% | 3.6% | -0.1% | 3.9% | 7.1% | i | 15.9% | -1.0% | -2.2
COc1ccc(-c2sc3ccc(OC)cc3c2C#CCCO)cc1 | 0.3% | -8.4% | ? | 7.1% | -40.2% | i | -23.6% | -4.0% | -0.4

Complete entries as entered above. Order of screens: Nrf2 inh | TGFb SMAD3 inh | Nrf2 ARE act | EPAC2 ag | HepG2 viability | S2 tox | ATXN2 expr inh | A549 tox | IL-2 act
COC(=O)c1ccc(C2NC(=O)c3c(sc(C)c3C)N2)cc1 (stereo not given) in the list: 9.4% | -0.4% | 1.6% | 0.7% | -10.8% | i | -3.5% | 0.7% | 0.9
COc1ccc(/C=C\C(=O)NCC(=O)N/N=C/c2cccc(OC)c2O)cc1 in the list: -5.1% | -5.4% | -1.0% | 3.5% | -10.1% | i | ? | 2.6% | -1.4
CCCCC(=O)Nc1cccc(NC(=O)c2ccc3c(c2)OCO3)c1 in the list: -37.9% | 12.5% | -0.6% | 10.1% | -20.0% | i | 3.3% | 7.7% | -2.1

Just TGFb SMAD3 inh, EPAC2 ag and HepG2 viability, for 2 of the compounds above:
Molecule | TGFb SMAD3 inh | EPAC2 ag | HepG2 viability
COC(=O)c1ccc(C2NC(=O)c3c(sc(C)c3C)N2)cc1 (stereo not given) | -0.4% | 0.7% | -10.8%
COc1ccc(/C=C\C(=O)NCC(=O)N/N=C/c2cccc(OC)c2O)cc1 | -5.4% | 3.5% | -10.1%

Remaining list, next part
SMILES | Nrf2 inh | TGFb SMAD3 inh | Nrf2 ARE act | EPAC2 ag | HepG2 viability | S2 tox | ATXN2 expr inh | A549 tox | IL-2 act
CCOc1cc(/C=C2\C(=O)N(CCc3ccc(OC)c(OC)c3)C(C)=C2C(=O)OC)ccc1O | -13.0% | -0.9% | 18.8% | -1.3% | -21.2% | i | -15.6% | 0.3% | 2.5
COc1ccc(OCCCC(=O)OCC(=O)Nc2sccc2C(N)=O)cc1 | 5.2% | 3.7% | -0.1% | 5.0% | 10.4% | i | 0.0% | -0.5% | 0.1
CCN(CC)S(=O)(=O)c1nnc(NC(=O)COc2ccc(Cl)cc2)s1 | 4.11µM* | -22.7% | 0.4% | · | -20.6% | i | -5.1% | 0.3% | ·
Cc1ccc(CNC(=O)CN2C(=O)CSc3ccc(S(=O)(=O)N(C)C)cc32)cc1 | ? | -29.2% | 1.6% | · | -13.1% | i | -1.5% | 11.9% | ·
